PriA SSB inh: blocks PriA binding to SSB C-terminal tail. AlphaScreen SSBct-PriA binding, biotinylated peptide. inhibition, % at 33 µM. hit rate 0.6% among 430,000. AID 1272365; in the data active = inhibition mostly above about 37%, no sharp cut-off; inactive = mostly below about 20%;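 note: plate controls were negative control peptide for no effect and reference peptide for full effect; strong numbers were not always called active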
DUSP3 inh: inhibitors of human VHR1 phosphatase (DUSP3); P51452; recombinant VHR phosphatase, pNPP absorbance; inhibition, % at 13.3 µM; hit rate 0.52% among 290,000; AID 1654; in the data active = inhibition above about 50%; note: some compounds called inactive have numbers as strong as hits
Target sequence (P51452 whole entry, looked up): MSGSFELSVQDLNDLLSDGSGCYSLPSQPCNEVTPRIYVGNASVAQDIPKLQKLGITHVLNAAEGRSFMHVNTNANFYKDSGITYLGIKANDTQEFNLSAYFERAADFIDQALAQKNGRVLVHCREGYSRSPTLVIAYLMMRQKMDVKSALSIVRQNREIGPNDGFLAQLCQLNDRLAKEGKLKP
BoNT A protease: inhibitors of Botulinum neurotoxin A light chain protease; inhibition, % at 10 µM; multiplex microsphere protease substrate cleavage, flow cytometry; AID 588499; hit rate 0.17% among 360,000; note: plate controls were buffer without enzyme for full effect and enzyme alone for no effect
3CLpro inhibitor: SARS-CoV 3CLpro protease inhibition; P0C6X7; recombinant SARS-CoV 3CLpro, quenched FRET peptide cleavage; inhibition, % at 6 µM; hit rate 0.14% among 290,000; AID 1706; in the data active = inhibition above about 12%
TcdB GH inh: blocks C. difficile toxin B glycohydrolase activity. TcdB glycohydrolase enzymatic assay, plate reader. P18177. hit rate 0.24% among 350,000. inhibition, % at 9.99 µM; in the data active = inhibition above about 10%
CCHF vOTU inh: CCHFV vOTU protease inhibition. Pep-AMC fluorescence. inhibition, % at 11.5 µM. hit rate 0.55% among 370,000. AID 651958; in the data active = inhibition above about 30%; note: 0% = vehicle wells with enzyme and 100% = no enzyme wells
PfHsp40 rescue: compounds rescuing yeast from Plasmodium falciparum HSP40 toxicity. growth rescue, % at 12.5 µM. S. cerevisiae expressing PfHsp40, growth rescue, ATP luminescence. hit rate 0.68% among 340,000. AID 504582; in the data active = growth rescue above about 28%, passing the limit was not always enough;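 note: yeast W303a lacking pdr1 and pdr3 grown in galactose medium; growth measured after three days at 30 °C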
BH1578 lux ind: quorum light induction in luxS cqsA deficient V. cholerae; AID 588436; hit rate 0.16% among 350,000; V. cholerae BH1578 lux reporter, luminescence, 6 h; activation, % at 18.7 µM; in the data active = activation mostly above about 9.7%, no sharp cut-off; note: not every result past the cut was called active; inactives centre near 0; reference of the scale not given here
Anthrax LF inh2: blocks Bacillus anthracis lethal factor protease; P15917; inhibition, % at 10 µM; hit rate 0.12% among 360,000; AID 588501; multiplex microsphere protease cleavage assay, LF; note: plate controls were buffer without enzyme for full effect and enzyme alone for no effect
Target sequence (P15917 whole entry, looked up): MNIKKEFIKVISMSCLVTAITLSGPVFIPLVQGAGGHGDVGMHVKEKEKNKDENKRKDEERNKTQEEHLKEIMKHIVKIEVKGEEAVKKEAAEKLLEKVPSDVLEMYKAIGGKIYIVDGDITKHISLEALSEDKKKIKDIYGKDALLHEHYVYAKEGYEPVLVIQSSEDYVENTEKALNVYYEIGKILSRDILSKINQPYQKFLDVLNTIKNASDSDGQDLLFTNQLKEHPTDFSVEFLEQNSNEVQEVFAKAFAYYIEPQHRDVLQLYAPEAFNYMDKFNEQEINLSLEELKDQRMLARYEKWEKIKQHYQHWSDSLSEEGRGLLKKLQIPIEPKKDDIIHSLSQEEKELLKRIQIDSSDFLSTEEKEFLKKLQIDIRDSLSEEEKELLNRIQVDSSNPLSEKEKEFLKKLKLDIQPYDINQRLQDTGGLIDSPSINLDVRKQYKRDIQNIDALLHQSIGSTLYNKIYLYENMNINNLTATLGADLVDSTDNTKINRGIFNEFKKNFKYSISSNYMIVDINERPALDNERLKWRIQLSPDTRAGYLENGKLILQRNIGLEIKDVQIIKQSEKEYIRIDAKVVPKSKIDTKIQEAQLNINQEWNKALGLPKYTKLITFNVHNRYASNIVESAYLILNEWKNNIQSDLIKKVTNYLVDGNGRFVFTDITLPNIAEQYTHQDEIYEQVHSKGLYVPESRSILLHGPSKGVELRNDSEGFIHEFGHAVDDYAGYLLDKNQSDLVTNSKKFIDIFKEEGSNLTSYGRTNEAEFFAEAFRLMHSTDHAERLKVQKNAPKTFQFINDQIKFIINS
Y pestis TopoI: Y. pestis Topo-I inhibition via cleavage products | hit rate 0.064% among 360,000 | AID 504884 | activity, % at 10 µM | Y. pestis Topo-I cleavage product accumulation, plate reader; in the data active = activity above about 50%, passing the limit was not always enough; note: inactives centre near 2
Numbers without * were called inactive; i = inactive; · = no result given. Cut-off read from the data, not from the text of the source, unless noted: active = inhibition above about 30%; inconclusive = no clear call, values can overlap the other calls; inactive = below that.

SMILES	PriA SSB inh	DUSP3 inh	BoNT A protease	3CLpro inhibitor	TcdB GH inh	CCHF vOTU inh	PfHsp40 rescue	BH1578 lux ind	Anthrax LF inh2	Y pestis TopoI
Cc1c(C(c2ccc(Br)cc2)c2c(O)c3ccccc3oc2=O)c(=O)n(-c2ccccc2)n1C (stereo not given)	-12	12	0.2	10	0.7	-8	0.5	0.6	-1	-7
COc1ccc2c(c1)Sc1ccccc1N2CCN(C)C	20	2	0.2	2	·	·	-0.9	-1.8	-2	-10
CCSC(C)CC1C/C(=N/O)c2c(CC)noc2C1 (stereo not given)	·	-10	1.2	5	1.4	-8	0.5	-0.6	0	17
COc1ccc(C)cc1NCc1cccc(OC)c1OC	38	10	0.8	0	·	8	1.1	i	-3	4
COc1ccc(OC)c(-n2nnnc2SCC(=O)Nc2ccccc2OC)c1	-16	18	-4.7	-9	0.5	-9	0.4	i	-13	8
O=C(O)CC(SCC(=O)NC1CCCc2ccccc21)C(=O)O (stereo not given)	-3	1	1.1	1	0.8	-1	-0.4	-0.2	-3	5
O=C(O/N=C/c1ccc(Br)cc1)c1ccc(F)cc1	·	·	-6.2	·	0.1	-4	0.0	-0.4	-10	-8
Oc1cc(Br)ccc1C=Nc1ccc(N2CCCCC2)cc1	-1	95	6.0	0	0.2	14	-1.4	i	-20	-3
COc1ccc(OC)c(C(=O)CSc2nccc(-c3ccc(Br)cc3)n2)c1	-10	5	-0.1	-3	·	-16	-0.7	-0.5	1	12
COc1cc(OC)cc(-c2oc(=O)c3cc(OC)c(OC)cc3c2C#CCCO)c1	-57	·	0.1	·	0.0	-12	-1.9	0.4	2	3
C[C@@H](C(=O)Nc1ccccc1N1CCOCC1)N1C(=O)C2CCCCC2C1=O (stereo not given in full)	-6	·	0.3	·	8.5	0	-1.9	i	4	6
CCCN(Cc1ccccc1)C(=O)Nc1ccc2c(c1)nnn2C	-3	6	-0.5	-1	0.5	4	-0.2	i	0	-1
COC(=O)Cc1[nH]nc2c1C(c1c[nH]c3ccccc13)C(C#N)=C(N)O2 (stereo not given)	-6	-18	0.5	-1	·	-9	-0.4	-0.3	0	5
CSc1ccccc1-c1nnc(-c2ccc(Cl)cc2)o1	-2	25	-0.5	-4	·	-4	-1.3	0.1	-9	10
Cn1cnc(S(=O)(=O)Nc2ccc(OC(F)F)cc2)c1	-10	5	0.1	0	1.7	11	0.5	-0.4	-5	-5
CN(C(=O)CCN1C(=O)/C(=C/c2ccc(F)cc2)SC1=S)C1CCS(=O)(=O)C1 (stereo not given)	·	·	0.4	·	0.7	14	·	i	2	-1
CC1(C(=O)NS(=O)(=O)C2CC2)CCN(C(=O)C2(c3ccc(Cl)cc3)CCCC2)C1 (stereo not given)	·	·	-0.4	·	·	·	·	0.0	5	12
Cc1ccc(C)c(S(=O)(=O)N2CCN(C(=O)c3cncc(Br)c3)CC2)c1	4	28	-0.1	9	1.7	-4	-0.1	-1.6	8	12
CC(C)C[C@@]12C(=O)N(c3cccc(F)c3)C(=O)N1[C@H](c1ccc(Cl)cc1)[C@@H]1C(=O)N(C3CCCCC3)C(=O)[C@@H]12	-13	·	-0.8	·	-3.1	8	0.2	-0.6	-6	1
COC(=O)C1CSC(c2ccc(Cl)cc2)N1C(=O)c1ccccc1 (stereo not given)	-4	7	-0.7	-2	-0.6	8	2.0	-0.3	-7	15
Cn1c(=O)c2c(nc(SCCCO)n2Cc2ccccc2Cl)n(C)c1=O	-7	2	0.9	2	·	1	-0.4	i	-2	4
CC1(C)Oc2ccc3ccc(=O)oc3c2-c2cnoc21	-2	-15	0.2	6	-0.7	-3	0.3	-0.3	-4	0
CC(=O)c1cc2c(cc1NC(=O)C1CC1)OCO2	-18	18	0.0	-4	·	3	-1.5	i	-1	-13
OC(CN1CCOCC1)CN1CCOCC1	-8	38	-0.2	-2	·	3	-0.2	-4.0	-4	3
COc1cccc(NC(=O)CN2C(=O)NC(Cc3c[nH]c4ccccc34)C2=O)c1 (stereo not given)	8	·	-0.2	·	0.3	21	-1.2	0.8	-3	-4
CCN(CC)CCN(C)C(=O)c1ccc(OC2CCN(C(=O)C3CC3)CC2)cc1	-21	13	-0.1	4	1.0	-1	0.4	-0.4	0	1
CCC(C)C(Nc1ccc(C(=O)OC)cc1[N+](=O)[O-])C(=O)OC (stereo not given)	18	-13	-0.1	1	·	7	-0.6	i	0	3
Cc1cccc(NS(=O)(=O)c2cc(C(=O)NCCC3=CCCCC3)ccc2Cl)c1	0	21	-0.1	6	0.1	6	4.1	-0.5	-2	6
COC(=O)Cc1ccc(NC(=S)NCCC(C)C)cc1	-3	30	-0.3	1	0.2	4	-0.5	-0.5	0	-3
COc1cccc(-c2csc(N3CCN(C(=S)Nc4cccc(C)c4)CC3)n2)c1	10	14	-0.9	7	0.5	-5	7.2	-0.3	-8	19
O=C1NC(=O)C(c2ccc(Cl)cc2)N1 (stereo not given)	-7	-2	0.7	-3	0.1	11	-1.6	1.9	-11	-4
CC(=O)NC(Cc1cc(C)ccc1C)C(=O)N1CCN(C(=O)c2ccc(Br)cc2)CC1 (stereo not given)	-10	0	-0.3	6	2.0	2	1.7	-0.3	-2	29
Oc1ccc(/C=N/N=C/c2ccc(O)cc2)cc1	·	23	-1.5	-2	1.9	12	0.9	-0.2	-4	2
O=Cc1cc(N=Nc2ccc(S(=O)(=O)O)cc2)ccc1O	-2	·	-0.2	·	-1.5	15	-1.9	-0.3	-12	-1
COc1ccccc1CNC(=O)c1cc(C)nn1-c1ccccc1	-5	10	-0.2	3	0.9	-12	-0.6	-0.3	0	-3
Cc1ccc(C)c(S(=O)(=O)Nc2ccc(C(=O)NCC(c3ccco3)N(C)C)cc2)c1 (stereo not given)	-4	·	-1.1	·	-2.2	11	0.5	i	7	3
COC(=O)c1cccc(NC(=S)Nc2cc(Cl)ccc2OC)c1	12	-12	-0.9	-4	·	3	0.8	0.1	-7	10
Clc1ccc(OCc2nnc3n2N=C(c2ccc4c(c2)OCCO4)CS3)c(Cl)c1	7	1	0.1	2	·	-1	0.2	-0.6	-11	2
CCC1C/C(=C\c2cccnc2)C(=O)/C(=C/c2cccnc2)C1 (stereo not given)	0	5	-0.1	-6	1.2	8	3.6	-0.3	-1	17
c1ccc(C(c2nnnn2C2CCCC2)N2CCN(c3nc4ccccc4s3)CC2)cc1 (stereo not given)	-5	18	0.7	1	·	0	2.2	i	-7	8

An excerpt from above in order of length of the SMILES, low to high.
SMILES	PriA SSB inh	DUSP3 inh	BoNT A protease	3CLpro inhibitor	TcdB GH inh	CCHF vOTU inh	PfHsp40 rescue	BH1578 lux ind	Anthrax LF inh2	Y pestis TopoI
CC(=O)c1cc2c(cc1NC(=O)C1CC1)OCO2	-18	18	0.0	-4	·	3	-1.5	i	-1	-13
O=C(O/N=C/c1ccc(Br)cc1)c1ccc(F)cc1	·	·	-6.2	·	0.1	-4	0.0	-0.4	-10	-8
Cc1c(C(c2ccc(Br)cc2)c2c(O)c3ccccc3oc2=O)c(=O)n(-c2ccccc2)n1C (stereo not given)	-12	12	0.2	10	0.7	-8	0.5	0.6	-1	-7

(further entries)
SMILES	PriA SSB inh	DUSP3 inh	BoNT A protease	3CLpro inhibitor	TcdB GH inh	CCHF vOTU inh	PfHsp40 rescue	BH1578 lux ind	Anthrax LF inh2	Y pestis TopoI
Cc1ccc(O)c(NC(=O)C2=CC(c3ccco3)=NS(=O)(=O)N2C)c1	-8	-18	-0.1	-1	1.1	2	1.0	-0.4	-10	-1
CCc1onc(C)c1C(=O)O	-2	22	-0.3	-3	-1.5	12	-0.8	-0.3	0	0
COC(=O)C1=C(c2ccc(-c3ccccc3)c(F)c2)C[C@@H]2CC[C@H]1N2C(=O)NC1Cc2ccccc2C1	-2	·	-0.3	·	-1.1	5	6.0	3.2	-8	46
CC(=O)c1cccc(NC2c3ccccc3C(=O)N2Cc2ccc3c(c2)OCO3)c1 (stereo not given)	-5	3	-1.9	2	0.2	3	-0.1	-0.2	-4	-5
CSc1nsc(NN)n1	·	·	0.1	·	-5.4	14	·	i	-4	-4
COCCCn1c(=NC(=O)c2ccncc2)c(C#N)cc2c(=O)n3cccc(C)c3nc21	6	9	-0.7	-1	·	-168	-0.4	-0.2	-15	-3
CC(C)N1C(=O)S/C(=C\c2ccc(-c3ccc(Cl)c(C(=O)O)c3)o2)C1=O	-5	5	·	3	1.0	6	0.5	-0.4	·	-4
CC(C(=O)NC1=NCCS1)N1C(=O)C2CC=CCC2C1=O (stereo not given)	-9	8	0.4	5	·	10	0.4	i	-2	-4
Cc1cc(-c2n[nH]c(=S)n2/N=C/c2cccs2)n[nH]1	·	-8	0.5	0	5.9	0	-1.2	-0.3	0	-1
CC(C)OC(=O)Nc1ccc2c(c1)N(C(=O)CCN(C)C)c1ccccc1CC2	-21	6	-0.1	1	0.2	-7	-1.3	-0.1	8	-10
Cc1nccn1CC(O)COc1ccccc1 (stereo not given)	-7	13	0.3	1	·	-2	0.4	0.6	-1	3
CCOP(=O)(c1ccc(N(C)C)cc1)C(O)c1cc(OC)c(OC)c(OC)c1 (stereo not given)	-2	-2	-0.6	6	·	-5	-0.7	-0.3	-8	4
O=C(CSc1n[nH]c(=O)n1-c1ccccc1)N1CCOCC1	13	11	-1.1	6	-0.1	-8	-0.8	i	-2	5
CCOc1cccc(C(=O)Nc2cccc(-c3nc4ncccc4o3)c2C)c1	-13	6	0.4	-4	·	-4	0.9	i	2	4
CC1=C(O)C(=O)C=C2C1=CC=C1C2(C)CCC2(C)C3CC(C)(C(=O)O)CCC3(C)CCC12C (stereo not given)	-3	·	-0.2	·	-1.9	29	-0.3	·	2	11
Cc1cccc(C(=O)Nc2sc3c(c2C(=O)O)CCC3)c1	4	5	1.0	5	4.8	0	0.1	-0.2	1	1
Cc1cc(C)cc(NC(=O)COC(=O)CNC(=O)C2CCCCC2)c1	-8	·	-1.1	·	0.2	-2	0.1	-2.7	-3	19
O=C(N/N=C/c1ccc2c(c1)OCO2)c1ccc(COCC(F)(F)C(F)F)cc1	·	19	-4.0	6	·	·	1.4	i	-3	2
Cc1cnc(NCCc2ccccc2)s1	0	11	-4.8	3	-1.8	-3	1.2	i	-13	5
COc1ccc(Cc2nc3ccc(C(=O)NC(C)c4cn(C)nc4C)cc3o2)cc1 (stereo not given)	-4	13	1.0	1	1.2	-1	-0.8	-0.4	0	6
O=C(NCCc1ccccc1)c1ccc2nccnc2c1	-8	26	-0.6	5	1.0	-9	0.5	i	1	3
COc1cc2c(cc1OC)-c1nnc(C)n1C1(CCCC1)C2	-12	-1	-0.2	1	0.9	6	-0.4	-0.2	2	5
Cc1ccc(N(C)S(=O)(=O)c2cccc(C(=O)OCC(=O)c3c(N)n(C)c(=O)n(C)c3=O)c2)cc1	-4	·	-0.3	·	1.1	24	1.8	-1.8	-1	9
Nc1ccc(S(=O)(=O)Nc2nccc(/C=C/c3ccc(Cl)cc3)n2)cc1	-3	21	0.8	0	0.1	-4	0.0	0.0	0	-1
COCCCNCC1C(Oc2ccc(Cl)cc2)C(=O)N1c1ccccc1C (stereo not given)	-2	5	-0.3	-6	·	-1	-0.3	-0.6	-4	-2
COc1ccc(OC)c(NC(=O)c2c(NC(=O)CCC(=O)O)sc3c2CCCCC3)c1	2	-11	12	1	·	2	2.7	-0.2	2	6
O=C(CNC(=O)c1cccc(OC(F)F)c1)OCn1nnc2ccccc2c1=O	-5	-9	0.1	2	-0.4	-19	0.3	-0.5	1	-16
CC(=O)N1CCN(c2ccc(NCc3ccc(C(C)C)cc3)cc2)CC1	61	21	-3.6	5	·	34*	-1.6	2.9	-22	-3
CCOc1ccc(NC(=O)C2CCCN(C(=O)Nc3ccccc3)C2)cc1 (stereo not given)	2	-1	0.1	0	·	11	-0.1	-1.8	1	7
Cc1ccc(Oc2ccc(OCC(=O)NC(C)C(=O)O)cc2)cc1 (stereo not given)	-19	10	-0.1	-6	-1.1	-14	0.7	-0.6	-5	-6

High-throughput results (PubChem)

An excerpt, so the mix of outcomes need not match the whole.
